Compound activity from PubChem.
LGR2 antag = Drosophila LGR2 receptor signaling inhibition; HEK293 LGR2, CRE-luciferase, bursicon-stimulated, 4 h; inhibition, % at 9.99 µM; 380,000 compounds, 0.35% hits; AID 720647;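 active means drop in luminescence signal, shown as inhibition above about 50% in the replicate tests, limit read from the data, passing the limit was not always enough; inconclusive means probably only some replicates passing the limit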;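 further: agonist challenge used bursicon conditioned medium at about half maximal strength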
S100A4 inh HTS = S100A4-myosin IIA interaction inhibition; P26447; S100A4/TAMRA-MyoIIA peptide fluorescence polarization; inhibition, % at 10.7 µM; 360,000 compounds, 0.14% hits;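 active means mean inhibition of at least 70% across replicates, with every replicate also reaching that level; inconclusive means mean inhibition reaches 70% but some replicates fall short; inactive means mean inhibition below 70%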
Target sequence (P26447 whole entry, looked up): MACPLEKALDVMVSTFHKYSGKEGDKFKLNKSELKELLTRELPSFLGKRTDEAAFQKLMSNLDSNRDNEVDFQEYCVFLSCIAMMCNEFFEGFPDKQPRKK
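incubation = readout 5 min after mixing, signal stable up to 60 min | system = S100A4 monomer protein | buffer or medium = HEPES pH 7.2 with CaCl2, KCl, NaCl, DTT, Triton | benchmarks = neutral control DMSO, positive control TFP | also added = fluorescent myosin IIA peptide, 5 nM | compound dosing = one concentration per compound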
SIRT5 inh = blocks human SIRT5 desuccinylation of peptide | Q9NXA8 | inhibition, % at 15 µM | 330,000 compounds, 1.1% hits | Purified SirT5, succinyl-peptide AMC, trypsin-coupled fluorescence; in the data active means inhibition above about 15%; inconclusive means no clear call, values can overlap the other calls
Cneo AK release = Cryptococcus neoformans lysis via adenylate kinase release; C. neoformans lysis, adenylate kinase release luminescence, 4 h; normalised: neutral wells 0, clomiphene wells 100; lysis activity, % at 15 µM; 360,000 compounds, 0.2% hits; AID 651654;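 active means mean lysis activity across replicates of at least 80%, whatever share of replicates individually reach that level; inactive means mean lysis activity below 80%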
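Schedule: static 4 h at 37 °C with compound, 1 h detection; system: C. neoformans cells; benchmarks: Clomiphene as positive control; buffer or medium: fresh YPD medium; measure: luminescence rise reflecting yeast cell lysis; measured by: luminescent adenylate kinase detection reagent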
ERAP1 HTS inh = ERAP1 (human) enzyme inhibition; 340,000 compounds, 0.15% hits; Q9NZ08; recombinant ERAP1, Leu-AMC fluorescence, 60 min; inhibition, % at 10.7 µM;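 active means mean replicate inhibition of at least 30%, or all replicates individually reaching that 30% level; inactive means mean below 30% and not every replicate reaching it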;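 further: 0% = neutral control wells and 100% = L-leucinethiol positive control wells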
Target sequence (Q9NZ08 whole entry, looked up): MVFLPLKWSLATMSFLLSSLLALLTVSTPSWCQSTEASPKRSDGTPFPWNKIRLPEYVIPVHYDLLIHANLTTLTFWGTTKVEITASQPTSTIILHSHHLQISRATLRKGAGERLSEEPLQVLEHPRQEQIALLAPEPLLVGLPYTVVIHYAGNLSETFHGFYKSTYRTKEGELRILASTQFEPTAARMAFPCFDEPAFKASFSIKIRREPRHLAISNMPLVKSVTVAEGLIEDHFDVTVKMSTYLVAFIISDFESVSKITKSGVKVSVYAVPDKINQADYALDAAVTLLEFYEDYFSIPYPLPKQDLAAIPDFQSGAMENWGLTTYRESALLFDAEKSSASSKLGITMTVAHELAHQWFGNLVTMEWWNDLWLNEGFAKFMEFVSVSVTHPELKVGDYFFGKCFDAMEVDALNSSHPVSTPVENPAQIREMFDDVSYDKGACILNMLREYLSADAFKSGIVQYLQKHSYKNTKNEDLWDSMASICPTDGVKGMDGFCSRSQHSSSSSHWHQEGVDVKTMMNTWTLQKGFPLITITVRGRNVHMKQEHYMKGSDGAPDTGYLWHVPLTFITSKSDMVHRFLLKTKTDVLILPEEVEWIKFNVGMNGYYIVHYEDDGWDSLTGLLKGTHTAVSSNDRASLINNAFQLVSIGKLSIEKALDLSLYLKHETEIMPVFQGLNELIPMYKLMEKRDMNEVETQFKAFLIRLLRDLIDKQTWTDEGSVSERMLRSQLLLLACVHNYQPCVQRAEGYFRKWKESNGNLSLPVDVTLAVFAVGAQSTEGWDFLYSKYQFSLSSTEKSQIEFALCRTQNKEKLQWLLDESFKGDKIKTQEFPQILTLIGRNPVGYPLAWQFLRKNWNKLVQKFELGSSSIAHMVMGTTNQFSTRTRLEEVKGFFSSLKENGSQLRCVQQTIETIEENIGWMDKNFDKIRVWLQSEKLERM
Statin myotox sup = suppression of simvastatin myotoxicity. C2C12 myotubes + simvastatin, ATP luminescence, 48 h; scaled: DMSO 0, geranylgeraniol control 100. rescue of ATP level, % at 7.49 µM. 330,000 compounds, 0.78% hits;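 active means mean ATP rescue above about 67%, or every replicate alone reaching that limit, limit read from the data, passing the limit was not always enough; inconclusive means no clear call, values can overlap the other calls; inactive means mean under the limit and some replicate under it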;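 further: myotubes were challenged with 10 µM simvastatin during compound exposure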
PGC1a acetyl inh = lowers PGC1a acetylation signal in U2OS cells. inhibition, % at 15.6 µM. 350,000 compounds, 0.17% hits. AlphaScreen anti-acetyl-lysine; with virally co-expressed GCN5 acetyltransferase;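 active means every replicate shows inhibition of at least 40%; inconclusive means mean inhibition at least 40% but some replicate below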;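 further: 0% = neutral control wells and 100% = positive control wells; some results beyond the cut were filed as inactive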
XiGFP reactiv = activators of X-chromosome reactivation in mouse fibroblasts | AID 743238 | activation, % at 7.58 µM | 360,000 compounds, 0.055% hits | XiGFP mouse fibroblasts, % GFP-positive cells imaging, 3 d; cells co-treated with 5-aza-dC sensitizer; scaled so ellipticine positive control = 100%;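 active means mean normalized replicate activation at least 10% and every replicate at or above 10%; inconclusive means only one of the two criteria met; inactive means mean below 10% and not all replicates reach 10%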;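 further: 0% = median of on-plate neutral control wells and 100% = ellipticine 6 µM median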
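material = 68-5-11 XiGFP fibroblast line | medium = DMEM plus 5-aza-dC sensitizer | schedule = 3 days compound exposure | benchmarks = positive control ellipticine, 6 µM final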
* hit, by the source's call; ? = inconclusive; . = not tested or not shown; & = joins results of further samples. This is a subset; count on the stated rates, not on these rows.

SMILES	LGR2 antag	S100A4 inh HTS	SIRT5 inh	Cneo AK release	ERAP1 HTS inh	Statin myotox sup	PGC1a acetyl inh	XiGFP reactiv
O=C(Cc1ccccc1)N1CC[C@@H]2[C@H]1c1cc(-c3ccccc3)ccc1N[C@@H]2CO	-17	.	2	8	2	1	1	-0.1
Cc1ccc(S(=O)(=O)NC(Cc2ccccc2)C(=O)NN)cc1 (configuration not stated)	19	-8	-4	1	0	6	.	0.4
COc1ccc(NS(=O)(=O)c2cccc(C(=O)NNC(=O)c3cc(S(N)(=O)=O)ccc3OC)c2)cc1	-27	-3	2	-1	-4	7	3	-0.1
COc1ccc(/C=C(/NC(=O)c2ccco2)C(=O)N2CCCCC2)cc1	2	-3	-2	0	2	.	2	0.3
Cc1noc(C)c1NC(=O)Nc1ccc2c(c1)C(=O)N([C@H](C)CO)C[C@@H](C)[C@H](CN(C)Cc1ccc(C(F)(F)F)cc1)OCCCC[C@@H](C)O2	1	-10	10	-1	2	.	-16	0.2
COc1ccc(/C=C/C(=O)c2ccc(NC3=NCCCS3)cc2)cc1OC	-8	0	-15	.	-1	.	.	0.3
Cc1ccc(CNC(=O)CN2C(=O)C3(OCCCO3)c3ccccc32)cc1	0	-2	2	.	5	25	-5	.
Cc1ccc(S(=O)(=O)Nc2ccc3c(c2)C(=O)N([C@H](C)CO)C[C@@H](C)[C@@H](CN(C)C(=O)NC(C)C)O3)cc1	11	-13	-1	7	-1	-22	-5	0.7
COc1ccc(NC(=O)c2ccccc2N2C(=O)C3C4C=CC(C5CC45)C3C2=O)c(OC)c1 (configuration not stated)	4	-7	3	-1	4	0	0	0.0
O=C(CSc1nnc(CNc2ccccc2)o1)N1CCN(C(=O)c2ccco2)CC1	-4	4	12	-2	0	-26	13	.
CCOC(=O)C1C(c2cccs2)NC(=O)NC1(O)C(F)(F)F (configuration not stated)	-13	-10	17*	.	-1	-1	.	.
COc1cccc(CC(=O)NCCCSc2ccccc2)c1	-1	-3	-3	1	-5	.	1	0.2
C[C@@H]1CN([C@@H](C)CO)C(=O)CCCn2cc(nn2)CO[C@H]1CN(C)Cc1ccccc1	12	.	.	.	.	2	5	0.0
CC(=O)c1ccc[n+](CC(=O)NC(C)c2ccccc2)c1 (configuration not stated)	-22	2	2	-5	16	-7	19	0.1
CC(=O)Nc1ccc(C(=O)N/C(=C/c2ccccc2)C(=O)NCc2ccco2)cc1	3	5	3	0	3	0	.	0.0
CCc1noc(C)c1C(=O)NCCc1ccc(S(N)(=O)=O)cc1	11	17	3	0	0	11	.	-0.2
CC1CN(C(=O)COC(=O)c2cc(S(N)(=O)=O)c(Cl)cc2Cl)CC(C)O1 (configuration not stated)	2	0	-2	0	2	-6	.	0.0
CCCCOCCCNC(=O)Cc1ccccc1OC	2	.	.	-1	.	-12	-15	.
Nc1nc(N)c2c(ccc3nccc32)[nH]1	0	5	-43	0	-1	0	.	-0.1
COc1ccc(NC(=O)N(C)C[C@@H]2OCc3cnnn3CCCC(=O)N([C@@H](C)CO)C[C@@H]2C)cc1	5&7	-5&5	-2&-3	-2	0	-2	4	-0.1&3.3
COC(=O)C(C)NC(=O)C(C)NC(=O)OCc1ccccc1 (configuration not stated)	-1	.	.	3	.	?	-1	.
O=C(NCC1CCCO1)c1ccc(Oc2ccc([N+](=O)[O-])cc2Cl)cc1 (configuration not stated)	-17	-2	-5	.	0	.	.	0.4
CSc1ncc(C(=O)Nc2ccc(C(C)=O)cc2)c(-c2ccccc2)n1	-17	-5	21*	3	-10	10	7	0.1
O=C(Nc1ccc(Cl)c(S(=O)(=O)N2CCCCC2)c1)c1cccnc1	18	-2	1	3	0	-8	.	-0.1
O=C(NCC[C@@H]1CC[C@@H](NC(=O)c2cnccn2)[C@H](CO)O1)Nc1ccc(Cl)cc1	-8	3	3	0	3	1	-9	-0.3
CC(CCN1CCC(CN2C(=S)NCC2Cc2ccccc2)CC1)c1ccccc1 (configuration not stated)	-21	0	-8	0	-4	5	6	0.0
CS(=O)(=O)N1CCN(c2nc(-c3ccccc3)cs2)CC1	2	.	.	1	.	5	-3	.
CCc1ccc2oc(C(=O)N3CCN(C)CC3)cc(=O)c2c1	-5	1	-5	-3	-10	-1	3	0.1
C=CCN1c2ccccc2[C@]23C[C@@H](C(=O)OC)N(C(=O)c4ccco4)C2=NC(C(=O)OC)=C(C(=O)OC)[C@H]13	5	1	3	-1	4	-4	0	0.0
Cc1cccc(C)c1NC(=O)COC(=O)C1C2CC3OC(=O)C1C3C2 (configuration not stated)	1	-5	-5	2	1	12	40	0.4
OC(C1=CC(=Cc2ccncc2)c2ccccc21)c1ccncc1 (configuration not stated)	12	-1	.	-1	7	-1	2	0.2
O=C(c1cccc(F)c1)N1C[C@H]2[C@@H](c3ccccc31)[C@H](CO)N2C(=O)c1ccc(F)cc1	10	-11	-1	-2	-3	-4	9	0.3
CC(=O)c1ccc(NC(=O)C[n+]2ccccc2)cc1	-4	4	-3	2	12	-7	-7	0.0
O=C(O)COc1ccc(C(=O)c2ccccc2)cc1	5	-4	-2	-2	0	10	1	-0.1
COCCCNc1nnc(Cc2ccccc2)c2ccccc12	7	-1	-2	-2	-2	7	13	0.1
CCOC(=O)C1=NN(C(=O)COc2ccccc2)C(O)(c2ccc(Br)cc2)C1 (configuration not stated)	-1	-5	-2	.	1	.	.	0.0
COc1ccccc1NC(=O)c1ccc(Cl)c(S(=O)(=O)NCc2ccco2)c1	-5	-3	-2	-1	2	-9	-10	0.0
Cc1cc(C)n(CCC(=O)Nc2ccc3c(c2)OCCO3)n1	-6	0	-3	0	2	-3	-6	0.0
COC(=O)c1ccc2nc(-c3ccco3)c(Cc3ccccc3OC)n2c1	17	-1	2	.	.	.	.	0.4
Cc1ccc(C(=O)CN(CCC(=O)O)C(=O)c2ccncc2)cc1	-30	-3	0	1	-2	7	5	-0.1

Another view of part of the listing above.
Values run as follows: LGR2 antag | S100A4 inh HTS | SIRT5 inh | Cneo AK release | ERAP1 HTS inh | Statin myotox sup | PGC1a acetyl inh | XiGFP reactiv
> COC(=O)c1ccc2nc(-c3ccco3)c(Cc3ccccc3OC)n2c1
  17 | -1 | 2 | . | . | . | . | 0.4
> Cc1ccc(C(=O)CN(CCC(=O)O)C(=O)c2ccncc2)cc1
  -30 | -3 | 0 | 1 | -2 | 7 | 5 | -0.1

Other entries.
SMILES	LGR2 antag	S100A4 inh HTS	SIRT5 inh	Cneo AK release	ERAP1 HTS inh	Statin myotox sup	PGC1a acetyl inh	XiGFP reactiv
COc1cccc(C(=O)CC(=O)C(=O)Nc2ccc(C)cc2Cl)c1	14	-2	1	3	-3	-8	.	0.0
COCC(=O)N1C[C@@H](C)[C@H](OC)CN(C)C(=O)c2cc(NC(=O)NC(C)C)ccc2OC[C@@H]1C	4	10	-9	-2	0	3	-12	0.1
C[C@@H]1CN([C@@H](C)CO)C(=O)c2cc(NC(=O)Nc3ccccc3)ccc2O[C@@H](C)CCCCO[C@H]1CN(C)C(=O)CCCN(C)C	0	3	-3	1	-4	.	6	0.2
COc1cc(/C=N/NC(=O)c2cccc(C(=O)N/N=C/c3ccc(O)c(OC)c3)n2)ccc1O	18	1	-13	-5	1	3	8	0.2
O=C(Nc1ccc2c(c1)[C@@H]1C[C@H](CC(=O)N3CCOCC3)O[C@@H](CO)[C@@H]1O2)c1cccnc1	1	7	1	-4	0	-8	-14	0.0
CC(NC(=O)Nc1cccc(F)c1)c1ccc2c(c1)OCO2 (configuration not stated)	0	3	-2	-1	0	.	.	0.2
COc1ccc(OCCNC(=O)c2ccccc2OCC(=O)Nc2ccc(NC(C)=O)cc2)cc1	-7	.	.	0	.	-11	3	0.0
C[C@@H]1CN([C@H](C)CO)C(=O)c2cc(NS(=O)(=O)c3cccs3)ccc2O[C@H]1CN(C)S(C)(=O)=O	5	-22	-5	-4	-3	-13	5	0.0
CC(C)CCNC(=O)COC(=O)c1ccc(Br)o1	.	-2	-1	-1	13	2	14	.
COc1ccc(-c2cnc3c(c2)C(=O)N([C@H](C)CO)C[C@@H](C)[C@H](CN(C)Cc2ccc(C(=O)O)cc2)O3)cc1	-2	-27	-4	1	-1	-25	1	2.6
Cc1c(C(=O)C(=O)NCCCn2ccnc2)c2ccccc2n1C	-12	-3	2	.	-1	.	.	0.1
CCCN1C(=O)c2ccccc2NC1c1ccc(OC)cc1OC (configuration not stated)	18	.	.	1	.	20	-3	.
CCC(=O)N(C)C[C@H]1Oc2cc(C#Cc3ccncc3)ccc2S(=O)(=O)N([C@@H](C)CO)C[C@@H]1C	-11	-8	8	-3	-1	0	-11	0.3
C[C@H]1CCCCO[C@@H](CN(C)C(=O)Nc2ccc3c(c2)OCO3)[C@@H](C)CN([C@@H](C)CO)C(=O)c2cc(NC(=O)Cc3ccccc3)ccc2O1	28	.	.	12	.	.	11	-0.7
CSCC[C@H](NC(=O)CCNC(C)=O)c1nc2ccccc2[nH]1	4	.	.	0	.	26	-3	.
COCC(=O)N1C[C@H]2CON(C)[C@H]2C[C@H]1c1cccc(-c2ccccc2)c1	15	0	2	-5	2	10	3	.
CC(C)NC(=O)c1cc2c(=O)n3ccccc3nc2s1	-14	-1	-46	-1	-233	-11	-1	0.0
CCc1ccc(S(=O)(=O)NCc2cn3c(C)csc3n2)s1	9	-3	-4	2	0	8	.	0.0
NC(=O)CC(NC(=O)Cc1ccc(Br)cc1)c1ccc(NCCOc2ccccc2)c([N+](=O)[O-])c1 (configuration not stated)	3	-1	-2	2	5	19	.	0.0
CCOC(=O)C1CCCN1C(=O)C1(NC(C)=O)CCCC1 (configuration not stated)	-29	-4	0	0	-2	-4	-2	0.0

4 entries already listed, sorted by their value in ERAP1 HTS inh, smallest number first:
Structure	ERAP1 HTS inh
C[C@@H]1CN([C@H](C)CO)C(=O)c2cc(NS(=O)(=O)c3cccs3)ccc2O[C@H]1CN(C)S(C)(=O)=O	-3
Cc1ccc(S(=O)(=O)Nc2ccc3c(c2)C(=O)N([C@H](C)CO)C[C@@H](C)[C@@H](CN(C)C(=O)NC(C)C)O3)cc1	-1
COc1ccccc1NC(=O)c1ccc(Cl)c(S(=O)(=O)NCc2ccco2)c1	2
CC(=O)c1ccc[n+](CC(=O)NC(C)c2ccccc2)c1 (configuration not stated)	16

Other compounds
SMILES	LGR2 antag	S100A4 inh HTS	SIRT5 inh	Cneo AK release	ERAP1 HTS inh	Statin myotox sup	PGC1a acetyl inh	XiGFP reactiv
Cc1ccccc1CN1C[C@@H]2C[C@@H](c3cn[nH]c3-c3ccccc3)N3CCC[C@@]23C1=O	14	3	3	.	-2	.	0	0.0
C[C@@H]1CN([C@@H](C)CO)C(=O)Cc2cc(NC(=O)Cn3cnnn3)ccc2O[C@H]1CN(C)C(=O)Nc1ccc(C(F)(F)F)cc1	1	-10	4	52	-3	18	14	0.3
Cc1cccc(OCC(=O)NCC(C)(C)N2CCOCC2)c1	7	0	-3	1	-2	0	.	0.0
CCOC(=O)c1cnc(SCC(=O)N2CCC(C(N)=O)CC2)nc1N	8	-3	7	1	0	4	1	0.0
Cc1c(C)c(C)c(S(=O)(=O)N2CCC3(CC2)OCCO3)c(C)c1C	3	-4	-2	-8	4	.	10	0.2
COCC(=O)N(C)C[C@@H]1Oc2cc(C#CC(C)C)ccc2S(=O)(=O)N([C@@H](C)CO)C[C@H]1C	-12	.	.	-1	.	33	9	0.4
